# Assay outcomes: PubChem BioAssay, National Center for Advancing Translational Sciences (NCATS)
# Nrf2 activator: activates Nrf2 signaling; 410,000 compounds, 0.31% hits; Potency, µM (doses to about 46.1 µM), without a hit: top-dose activation, hits mostly activators; AID 624171; AREc32 ARE-luciferase reporter (MCF7-derived line), luminescence, 24 h; note: potency is the fitted concentration of half-maximal effect; % of control where 0% means no effect; nearly all actives have a fitted effect of over 65% in size
#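 Luminescent ARE reporter assay in AREc32_Fluc cells: overnight plating at 37 deg C, 24 hr compound incubation, Steady-Glo added, 30 min RT before reading.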
# A549 viability: counter-screen for Nrf2 inhibitors: cytotoxicity in A549 cells; A549 ARE-Fluc cells, CellTiter-Fluor viability, 18-24 h; 390,000 compounds, 0.16% hits; Potency, µM (doses to about 46 µM), inactives show at the top dose activity change, negative = cytotoxicity, actives largely listed as inhibitors; note: potency is the fitted concentration of half-maximal effect; % is set by controls: 0 for no effect and ±100 for the full control effect
#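 A549 ARE-Fluc cells in 5% FBS OPTI-MEM, 5000 cells/well, rested 2 h then exposed to compounds in concentration-response for 18-24 h at 37 °C. Viability by CellTiter-Fluor fluorescence (Ex 405/Em 525) after 30 min; luciferase luminescence (BugLite, 15 min, RT) read afterwards.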
# Akt phos inh: Akt phosphorylation inhibition | Neuro2A IGF-stimulated pAkt S473 HTRF, 20 min; stronger effect = lower value | activity change, % for hits at 50 µM | 360,000 compounds, 0.32% hits; in the data active = activity change below about -80%; inconclusive = mostly about -51% to -80%; note: % is set by controls: 0 for no effect and ±100 for the full control effect
#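 Single-point screen (50 µM final compound) in Neuro2A cells stimulated 20 min with 6 nM IGF at 37 deg C. After lysis, Ser473-phosphorylated Akt read by HTRF (ex 330 nm, em 615/665 nm) as the 665/615 ratio.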
# CCT modulator: cytosolic chaperonin activity modulation | purified chaperonin ATPase assay, HTRF ADP detection, 30 min | activity change, % (test concentration not listed), hits read low | 360,000 compounds, 0.3% hits | AID 651819; in the data active = activity change below about -30%; note: % is set by controls: 0 for no effect and ±100 for the full control effect
#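 TRiC (40 or 20 nM final, by batch activity) in 30 mM Tris pH 7.4, 100 mM KCl, 5 mM MgCl2, 1 mM DTT was treated with compound at 76 uM single dose, then 10 uM ATP, 30 min at 37 °C. ADP was read by HTRF Transcreener.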
# Nrf2 block: Nrf2 pathway inhibition; A549 ARE-Fluc reporter, luciferase luminescence, 18-24 h; Potency, µM (doses to about 46 µM), for the others: top-dose activity change, negative = inhibition, most hits filed as inhibitors; 360,000 compounds, 2.1% hits; note: potency is the fitted concentration of half-maximal effect; % is set by controls: 0 for no effect and ±100 for the full control effect; nearly all actives have a fitted effect of over 60% in size
#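 Nrf2 function is reported as luminescence of an ARE-controlled luciferase in A549 cells. Compounds were tested at several concentrations, and a CellTiter-Fluor read on the same wells flagged cytotoxicity.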
# Mm-Cpn inhibitor: blocks the Methanococcus maripaludis chaperonin Mm-Cpn; purified Mm-Cpn ATPase, ADP Transcreener TR-FRET; Potency, µM (top dose mostly 76.9 µM), for the others: at the top dose activity, negative = inhibition, actives largely listed as inhibitors; 330,000 compounds, 0.031% hits; AID 504842; note: potency is the fitted concentration of half-maximal effect; % is set by controls: 0 for no effect and ±100 for the full control effect; nearly all actives have a fitted effect of over 80% in size
#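 ATPase read-out: TR-FRET ADP immunoassay (anti-ADP Eu cryptate vs ADP-d2), ex 320 nm, em 590/665 nm; signal drops as ADP forms. Enzyme 25 nM, ATP 10 uM, 30 min at 37°C after 10 min compound preincubation.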
# ATXN viability: cell viability loss in ATXN counter-screen; S2 cells (HEK-293 line with an ATXN2-luciferase reporter) viability, CellTiter-Fluor protease fluorescence, 24 h; Potency, µM (series often up to 56.7 µM), usual class: cytotoxic; 400,000 compounds, 0.49% hits; note: potency is the fitted concentration of half-maximal effect; nearly all actives have a fitted effect of over 40% in size
# TGFb inhibitor: inhibitors of TGF-b signaling | HepG2 CAGA-GFP TGF-b/SMAD3 reporter, GFP fluorescence, 18 h; TGF-beta stimulated, 500 pg/mL final | Potency, µM (highest dose often 46.1 µM), without a hit: at the highest dose activity, negative = inhibition, hits mostly inhibitors | 410,000 compounds, 1.2% hits | AID 588855; note: potency is the fitted concentration of half-maximal effect; % is set by controls: 0 for no effect and ±100 for the full control effect; nearly all actives have a fitted effect of over 65% in size
#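 HEPG2 CAGA-GFP cells (1000/well, DMEM with 1% FBS) were pre-incubated 2 h at 37 degrees C, given compound by pin tool, then stimulated with TGF-beta at 500 pg/mL final for 18 h before per-cell GFP fluorescence imaging.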
# HepG2 viability: kills HepG2 cells in TGF-b inhibitor counter-screen; HepG2 CAGA-GFP viability, ATP luminescence, 18 h; Potency, µM (titrated, usually from 46.1 µM), for inactives: at the highest dose activity change, negative = cytotoxicity, actives largely listed as cytotoxic; 410,000 compounds, 0.76% hits; AID 588856; note: potency is the fitted concentration of half-maximal effect; some results filed as inactive show a strong effect at the top dose
#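 CellTiter-Glo luminescence gave cytotoxicity after 18 hours at 37 degrees C. The cells were HepG2 CAGA-GFP in 1% FBS DMEM, stimulated with 500 pg/mL TGF-beta after compound addition. %Activity was normalised to no-cell wells (complete cell-killing) and DMSO (no toxicity), and curves were fitted and classified.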
# * marks the source's active call; other numbers are inactive results; i = inactive; ? = inconclusive; . = no result given; & = joins results of further samples; [ ] = remark or other dose. Unless noted, calls come from the whole dose curve; as a rule, active = well fitted curve in the direction sought with a large enough effect; inconclusive = small, poorly fitted or top-dose-only effect, or another doubt; inactive = no such curve, though single readings can be large; an effect the other way counts as inactive or inconclusive.
compound	Nrf2 activator	A549 viability	Akt phos inh	CCT modulator	Nrf2 block	Mm-Cpn inhibitor	ATXN viability	TGFb inhibitor	HepG2 viability
Cc1cccc(NC(=O)Cc2ccc(Br)cc2)n1	0.4%	0%	i	0.2	?	1%	i	6%	2%
O=C(NCc1ccccc1Cl)C(=O)NCC(c1ccco1)N1CCOCC1 (stereo unspecified)	0.3%	1%	i	-0.5	7%	?	i	-7%	3%
O=C(NCC1CCCN(Cc2ccc3c(c2)OCCO3)C1)c1ccc2c(c1)OCO2 (stereo unspecified)	0.3%	3%	i	0.1	7%	2%	i	-3%	-12%
COc1ccc(S(=O)(=O)N2CCN(c3cnccn3)CC2)cc1OC	2.7%	11%	i	-1.4	?	0%	i	-7%	-23%
COc1cc(C(=O)N(C)CC2CCN(CCc3cccc(C(F)(F)F)c3)CC2)ccc1C	-0.1%	?	i	0.2	?	-2%	?	?	-47%
CCCNC(=O)C1(C)CCN1C(=O)Cc1ccc(-c2ccccc2)cc1 (stereo unspecified)	3.3%	.	i	-2.0	.	.	i	3%	-15%
Cc1cccc(NS(=O)(=O)c2ccc(C)c(C(N)=O)c2)c1	0.2%	-12%	i	-2.8	?	2%	i	-22%	-22%
Cc1[nH]n(-c2ccc([N+](=O)[O-])cc2)c(=O)c1C=NCCN1CCN(C(=O)C(C)C)CC1	0.1%	0%	i	-4.3	-3%	-7%	i	-12%	-84%
CCOC(=O)C1(C)CCN1C(=O)c1cc(F)ccc1C (stereo unspecified)	-0.9%	.	i	1.0	.	.	i	-7%	1%
COc1cc(/C=C/C(=O)c2ccc(NS(=O)(=O)c3ccc(C)cc3)cc2)cc(OC)c1O	?	?	i	2.5	23µM*	-20%	?	?	5%
CCOc1c(N2CC(C)OC(C)C2)c(=O)c1=O (stereo unspecified)	-0.8%	2%	i	0.6	-13%	-1%	i	-25%	-16%
CCN(CC)S(=O)(=O)c1cccc(-c2nc3n(n2)Cc2ccccc2-3)c1	0.4%	-16%	.	-0.8	-27%	0%	i	1%	-8%
CCCCOc1ccc(-c2nnc(-c3ccco3)o2)cc1	-0.5%	-3%	i	-2.7	?	-2%	i	0%	-17%
COc1ccc(NC(=O)CSc2nc(-c3ccncc3)nn2CC(=O)N2CCCC2)cc1	0.2%	-1%	i	-1.8	12%	0%	?	?	3%
COc1ccc(Br)cc1CN1CCN(C(=O)c2cccc(OC)c2OC)CC1	-0.1%	-1%	i	0.5	-18%	-4%	?	-5%	-30%
COc1ccc(OCC(O)CN2CCCCCC2)cc1 (stereo unspecified)	0.0%	0%	i	-0.7	3%	-1%	i	-6%	9%
CCOC(=O)C(=O)N=Nc1c(O)[nH]c2ccccc12	-0.6%	-3%	i	1.0	8%	-4%	i	15%	7%
C[C@H](CO)N1C[C@H](C)[C@H](CN(C)C(=O)c2ccncc2)OCc2cnnn2CCCC1=O	-0.4%	.	i	-0.8	.	.	i	7%	-2%
CCCC(=O)N(C1CC(C)C(C#N)(C#N)C1(C#N)C#N)N(C)C (stereo unspecified)	-2.3%	?	i	-1.2	?	1%	?	11µM*	-96%
Cc1ccccc1NC(=O)Cc1nc(CSc2nnc(C3CCCCC3)n2N)cs1	-0.5%	20%	i	0.4	-4%	1%	i	22%	6%
O=C1COc2ccc(C(=O)COC(=O)c3cccnc3Cl)cc2N1	0.2%	9%	i	-1.9	8%	-2%	i	0%	0%
CCN(CC)CCC(C)OC(=O)c1ccc(O)cc1O (stereo unspecified)	0.5%	0%	i	2.1	-1%	-10%	i	18%	-3%
CCCN(CCC)CCCNS(=O)(=O)c1cc(Br)cc2c1N(C(C)=O)CC2	-0.3%	1%	i	0.2	2%	-1%	i	15%	-4%
COc1ccccc1NCCC(=O)OCC(=O)Nc1ccccc1Cl	0.3%	7%	i	-3.4	9%	0%	i	-16%	0%
CC[C@H](C)[C@H](NS(=O)(=O)c1ccc(C)cc1)C(=O)N1CCC(C(=O)N[C@@H](C)C(=O)O)CC1	-0.7%	-7%	.	0.9	-15%	1%	i	-4%	2%
Cc1nc(-c2cccc(NC(=O)Nc3ccc([N+](=O)[O-])cc3)c2)no1	-0.1%	?	.	.	.	.	i	?	-56%
CCCC(=O)Nc1ccc(N2CCN(S(C)(=O)=O)CC2)cc1	0.6%	-11%	i	1.9	4%	0%	i	1%	-2%
Cc1ccc(-n2c(=O)[nH]cc(C(=O)Nc3ccc4c(c3)OCO4)c2=O)cc1C	-0.5%	2%	i	-2.9	-8%	2%	i	-10%	0%
COc1ccc(S(=O)(=O)N2CCN(CC(=O)NC(Cc3ccccc3)C(C)=O)CC2)cc1 (stereo unspecified)	0.4%	-4%	i	-3.3	5%	0%	?	4%	-8%
COc1cccc(C2C(C(N)=O)=C(C)Nc3nc(CCCO)nn32)c1 (stereo unspecified)	-0.5%&0.3%	1%&-1%	i	-3.2	7%	0%	i	-11%&-27%	-6%&-6%
COc1ccc(CCN2C(=O)C3C(C2=O)C2C=CC3C23CC3)cc1OC (stereo unspecified)	0.0%	0%	i	-3.3	1%	0%	i	15%	4%
COc1ccc(-c2nn(-c3ccccc3)cc2C(=O)Nc2cccc(C(=O)O)c2)cc1[N+](=O)[O-]	0.2%	-3%	i	-3.1	-16%	-2%	i	13%	-3%
Cc1nc(NC2=NCN(Cc3cccnc3)CN2)nc2ccccc12	-0.7%	-1%	i	-3.1	4%	2%	?	-30%	1%
CCOc1ccc(NC(=O)CSc2oc(-c3ccco3)nc2S(=O)(=O)c2ccc(C)cc2)cc1	0.8%	-2%	.	.	5%[9.27 µM]	.	i	-12%	-12%
O=S(=O)(Nc1ccon1)c1ccc(Br)s1	0.2%	2%	i	1.3	10%	0%	i	-1%	2%
CCS(=O)(=O)N1CCC(C(=O)Nc2ccc(C(C)=O)cc2)CC1	-0.2%	-4%	i	0.2	6%	-1%	i	16%	1%
O=C(c1ccco1)N1CCCC(c2nc(-c3ccc(S(=O)(=O)NCc4ccccc4)cc3)no2)C1 (stereo unspecified)	-0.7%	-11%[1.84 µM]	i	0.5	10µM*	-1%	?	?	-69%
COc1ccc(N(C)C(=O)CN(C)S(=O)(=O)c2ccc3c(c2)c(=O)n(C)c(=O)n3C)c(OC)c1	-0.9%	-2%	i	0.1	-1%	-1%	i	4%	1%
O=C(O)c1ccc(Cl)c(NC(=S)NC(=O)c2ccccc2[N+](=O)[O-])c1	0.3%	-5%	i	-0.8	8%	-1%	i	12%	9%
CCCCCn1c(CN2CCN(Cc3ccccc3)CC2)nc2c1c(=O)[nH]c(=O)n2C	-0.6%	1%	i	-2.8	2%	1%	i	7%	0%
N#Cc1cc(-c2ccccc2)cn(Cc2c(Cl)cccc2Cl)c1=O	0.1%	-5%	i	1.0	8%	2%	i	-2%	-11%
O=C(c1cnc2n(c1=O)CCS2)N1CCN(c2ccc(Cl)c(Cl)c2)CC1	-0.7%	-1%	i	1.9	?	-2%	i	-24%	5%
N#Cc1ccc(-c2ccco2)nc1SCc1ccccc1	?	-9%	i	-1.5	8%	-6%	i	-13%	-25%
COc1cc(OC)cc(-c2sc3ccc(OC)cc3c2-c2ccc3cc[nH]c3c2)c1	7.7%	-4%	i	-0.1	6%	?	?	?	-13%
Cc1ccccc1NC(=O)OCc1cccnc1Oc1ccc(Cl)cc1	-0.4%	0%	i	-1.4	?	1%	i	13%	0%
Cc1ccccc1OCC(=O)N/N=C/c1ccccn1	3.3%	0%	i	-1.7	-3%	0%	i	-26%	-15%
Cc1ccc(-c2nnc(SC(C)C(=O)NCC3CCCO3)nc2-c2ccc(C)cc2)cc1 (stereo unspecified)	-0.3%	6%	i	0.6	-8%	-6%	i	-14%	-10%
Cc1cccc(N2CCN(C(=O)c3cc4c(=O)oc5ccccc5c4s3)CC2)c1C	-0.7%	-12%	.	.	0%[9.27 µM]	.	i	20%	-10%
COc1ccc(OC)c(C2CC(=O)N3CN(c4ccc(C)c(Cl)c4)CSC3=C2C#N)c1 (stereo unspecified)	0.2%	-3%	i	-1.1	8%	0%	i	0%	-18%

# Random excerpt: 5 compounds from above.
compound	Nrf2 activator	A549 viability	Akt phos inh	CCT modulator	Nrf2 block	Mm-Cpn inhibitor	ATXN viability	TGFb inhibitor	HepG2 viability
COc1cc(C(=O)N(C)CC2CCN(CCc3cccc(C(F)(F)F)c3)CC2)ccc1C	-0.1%	?	i	0.2	?	-2%	?	?	-47%
Cc1cccc(NC(=O)Cc2ccc(Br)cc2)n1	0.4%	0%	i	0.2	?	1%	i	6%	2%
O=C(O)c1ccc(Cl)c(NC(=S)NC(=O)c2ccccc2[N+](=O)[O-])c1	0.3%	-5%	i	-0.8	8%	-1%	i	12%	9%
COc1ccc(-c2nn(-c3ccccc3)cc2C(=O)Nc2cccc(C(=O)O)c2)cc1[N+](=O)[O-]	0.2%	-3%	i	-3.1	-16%	-2%	i	13%	-3%
Cc1ccccc1OCC(=O)N/N=C/c1ccccn1	3.3%	0%	i	-1.7	-3%	0%	i	-26%	-15%
